# bIAP inh = intestinal alkaline phosphatase (bovine) inhibition; AID 1019; 190,000 tested, under 10 active; inhibition, % at 20 µM; purified bovine IAP, CDP-star luminescence, 30 min;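 active means over 50% inhibition of intestinal alkaline phosphatase at 20 µM in the single-dose screen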
#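 System: Purified bovine intestinal alkaline phosphatase (IAP) enzyme | Input: IAP diluted 1/65,000,000 in the well | Also added: CDP-star chemiluminescent phosphatase substrate, 30 µM final | Dosing: 20 µM single dose | Times: Enzyme reaction for 30 min at room temperature | Detection: Luminescence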
# bIAP act = intestinal alkaline phosphatase (bovine) activation. purified bovine IAP, CDP-star luminescence, 30 min; stronger effect = higher value; fold of DMSO-control signal, blank-subtracted. activation factor at 20 µM. 200,000 compounds, 0.17% hits. AID 1016;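 active means activation factor of 2 or more at 20 µM, a signal rise over negative controls twice the positive control's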
# ROMK mod = modulators of human ROMK potassium channel | Tet-inducible ROMK, thallium flux fluorescence; actives lie on both sides | 130,000 compounds, 2% hits | B-score at 10 µM;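 active means signal ratio slope over the read window, or its plate-corrected B-score, at least 3 SD from the plate mean, either direction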;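 further: B-score of the F/F0 ratio slope over 7 to 12 s after thallium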
# Target sequence (P48048 whole entry, looked up): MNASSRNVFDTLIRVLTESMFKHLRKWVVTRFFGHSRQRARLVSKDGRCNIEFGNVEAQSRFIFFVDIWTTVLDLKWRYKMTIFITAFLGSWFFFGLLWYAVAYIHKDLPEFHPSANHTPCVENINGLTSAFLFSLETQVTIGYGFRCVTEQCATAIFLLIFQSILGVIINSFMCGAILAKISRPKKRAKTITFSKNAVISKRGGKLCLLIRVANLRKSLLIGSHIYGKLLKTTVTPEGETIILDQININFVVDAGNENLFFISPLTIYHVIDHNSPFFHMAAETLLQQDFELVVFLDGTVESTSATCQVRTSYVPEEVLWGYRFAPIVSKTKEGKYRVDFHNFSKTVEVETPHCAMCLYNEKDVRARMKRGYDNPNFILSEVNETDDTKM
# S1P3 antag = antagonists of human S1P3 receptor; CHO S1P3 NFAT-BLA reporter, FRET fluorescence, antagonist mode; inhibition, % at 4.98 µM; Q99500; AID 485; 170,000 compounds, 0.27% hits;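 active means inhibition above the plate cutoff, the mean inhibition of test wells on that plate plus 3 SD, cut at about 28% in these data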;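 further: cells challenged with S1P at its EC80 of 0.8 µM; blue over green emission ratio from cleaved BLA substrate after 4 h stimulation; 0% = S1P-stimulated wells and 100% = unstimulated DMSO-only wells; some compounds past the cut are filed as inactive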
# Target sequence (Q99500 whole entry, looked up): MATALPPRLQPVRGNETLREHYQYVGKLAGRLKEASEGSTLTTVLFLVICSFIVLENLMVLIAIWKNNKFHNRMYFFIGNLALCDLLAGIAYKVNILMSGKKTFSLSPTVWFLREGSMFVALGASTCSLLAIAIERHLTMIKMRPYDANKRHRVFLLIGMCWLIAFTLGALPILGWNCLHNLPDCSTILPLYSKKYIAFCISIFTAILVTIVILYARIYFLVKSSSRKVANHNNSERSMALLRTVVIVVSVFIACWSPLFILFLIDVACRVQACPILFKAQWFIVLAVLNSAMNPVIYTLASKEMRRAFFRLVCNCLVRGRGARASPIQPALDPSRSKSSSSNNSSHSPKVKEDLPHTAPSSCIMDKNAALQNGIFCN
# Active calls of the source: *; · = not tested or not shown. This is a subset; the hit share may differ from the screen's.
# Letter code: A = bIAP inh; B = bIAP act; C = ROMK mod; D = S1P3 antag
1) COc1cc(OC)cc(C2(C#N)CCN(C)CC2)c1
  A = · | B = · | C = · | D = -4
2) O=c1[nH]c(=S)n(CCC2=CCCCC2)c(O)c1/C=N/Nc1ccccc1
  A = · | B = · | C = · | D = 6
3) Cc1cc(C)c(-n2c(O)c(/C=N/NC(=O)c3ccncc3)c(=O)[nH]c2=O)c(C)c1
  A = · | B = · | C = · | D = -3
4) CN1CCN2c3ccccc3CC3(C(=O)N(C)C(=O)N(C)C3=O)C2C1 (stereo not drawn)
  A = · | B = · | C = · | D = -13
5) C=CCn1c(O)c(C=NCCN2CCOCC2)c(=O)[nH]c1=S
  A = · | B = · | C = · | D = -3
6) CP(=O)(Nc1ccc(Cl)cc1)c1nc2c(s1)CCCC2 (stereo not drawn)
  A = · | B = · | C = · | D = -4
7) Cc1cccc(N2C(=O)NC(=O)/C(=C\c3ccc(N4CCOCC4)cc3)C2=O)c1
  A = · | B = · | C = · | D = -7
8) CCN1C(=O)C(=Cc2ccc(N3CCOCC3)o2)C(=O)N(CC)C1=S
  A = · | B = · | C = · | D = -2
9) COc1ccc(C(=O)O/N=C(/C(N)=O)P(=O)(OC(C)C)OC(C)C)cc1
  A = · | B = · | C = · | D = 1
10) Cc1cc(C)n(-c2ccc(NN=C(C#N)C#N)cc2)n1
  A = · | B = · | C = · | D = 11
11) O=c1[nH]c(=O)n(-c2cccc3ccccc23)c(O)c1/C=N/N1CCCCC1
  A = · | B = · | C = · | D = 9
12) O=C(Nc1ccc(F)cc1)OC1CN2CCC1CC2 (stereo not drawn)
  A = · | B = · | C = · | D = -3
13) O=C(Nc1cccc(Br)c1)c1c(O)c2c(n(Cc3ccccc3)c1=O)CCCC2
  A = · | B = · | C = · | D = -13
14) C=CCn1c(O)c(C(C)=Nc2cccc(C(=O)O)c2)c(=O)[nH]c1=O
  A = · | B = · | C = · | D = 5
15) O=c1cccc2n1CC1CC2CN(c2ncnc3c2cnn3-c2ccc(Cl)cc2)C1 (stereo not drawn)
  A = -5 | B = 1 | C = · | D = ·
16) COCCNC(=O)CN1C(=O)CN=C(c2ccccc2)c2ccccc21
  A = · | B = · | C = 0.021 | D = -6
17) CC/C(=N\N1CCCCC1)c1c(O)[nH]c(=O)[nH]c1=O
  A = · | B = · | C = 0.17 | D = 4
18) C=CCn1c(O)c(/C(C)=N/N2CCCCCC2)c(=O)[nH]c1=O
  A = · | B = · | C = 1.4 | D = 8
19) CN(C)c1ccc(/C=C/C=C/c2sc3ccccc3[n+]2C)cc1
  A = · | B = · | C = 0.5 | D = 10
20) CC1CCC(C(C)C)C(OC(=O)Cn2c(COc3ccccc3)[n+](C)c3ccccc32)C1 (stereo not drawn)
  A = · | B = · | C = -8.8* | D = -11
21) COc1cc2c(cc1OC)C(c1c(O)n(CCc3ccccc3)c(=S)[nH]c1=O)NCC2 (stereo not drawn)
  A = · | B = · | C = -0.22 | D = -11
22) CN1CCCC(C(O)(c2ccccc2)c2ccccc2)C1 (stereo not drawn)
  A = · | B = · | C = 0.49 | D = 1
23) O=c1[nH]c(=O)n(CCc2ccccc2)c(O)c1/C=N/N1CCOCC1
  A = · | B = · | C = 0.15 | D = -8
24) COc1ccc(CN2C(=O)NC(=O)/C(=C/c3cc(OC)c(OC)c(OC)c3)C2=O)cc1
  A = · | B = · | C = -0.12 | D = -13
25) O=C1NC(=O)N(c2ccc(Cl)cc2)C(=O)/C1=C/c1coc2ccc(O)cc2c1=O
  A = · | B = · | C = -8* | D = 0

# Overlap with the part before: 2 compounds, then new ones.
# Letter code: A = bIAP inh; B = bIAP act; C = ROMK mod; D = S1P3 antag
24) COc1ccc(CN2C(=O)NC(=O)/C(=C/c3cc(OC)c(OC)c(OC)c3)C2=O)cc1
  A = · | B = · | C = -0.12 | D = -13
25) O=C1NC(=O)N(c2ccc(Cl)cc2)C(=O)/C1=C/c1coc2ccc(O)cc2c1=O
  A = · | B = · | C = -8* | D = 0
26) COc1ccc(-n2c(-c3ccccc3)nc3ccccc3c2=O)cc1
  A = · | B = · | C = 0.042 | D = -8
27) COc1ccc(CCn2c(O)c(/C=N/N3CCOCC3)c(=O)[nH]c2=O)cc1OC
  A = · | B = · | C = 0.016 | D = 1
28) Cc1ccc(-n2c(O)c(C=NCC3CCCO3)c(=O)[nH]c2=O)c(C)c1 (stereo not drawn)
  A = · | B = · | C = 1.6 | D = 14
29) Cn1cccc1/C=C1/C(=O)NC(=O)N(C(C)(C)C)C1=O
  A = · | B = · | C = 4.2* | D = 7
30) CC12CC[C@H]3[C@@H](CCC4(O)C[C@H](O)CCC34/C=N/NC(=O)c3ccccc3F)C1(O)CCC2C1=CC(=O)OC1 (stereo partly drawn)
  A = · | B = · | C = -0.033 | D = -5
31) CCOP(=O)(OCC)C(O)c1ccc2c(c1)OCO2 (stereo not drawn)
  A = · | B = · | C = -0.58 | D = -8
32) CCCNC1=C(C)C(=O)C2=C(C1=O)C(COC(N)=O)[C@]1(OC)C3NC3CN21 (stereo partly drawn)
  A = · | B = · | C = 0.016 | D = -1
33) CCCCCCCCN=Cc1c(O)[nH]c(=O)[nH]c1=O
  A = · | B = · | C = -0.71 | D = 14
34) CC(=O)N1N=C(c2cccnc2)OC1c1ccccc1Cl (stereo not drawn)
  A = · | B = · | C = -0.17 | D = -1
35) CN1C(=O)NC(=O)/C(=C/c2ccc(C(=O)O)cc2)C1=O
  A = · | B = · | C = 0.015 | D = -9
36) Cn1cccc1/C=C1/C(=O)NC(=S)N(Cc2ccc(F)cc2)C1=O
  A = · | B = · | C = -0.21 | D = -6
37) CCN(CC)CCN/N=C(\C)c1c(O)[nH]c(=O)[nH]c1=O
  A = · | B = · | C = 0.73 | D = -11
38) O=C(N/N=C/c1c(O)n(-c2cccc3ccccc23)c(=O)[nH]c1=O)c1ccncc1
  A = · | B = · | C = 0.39 | D = 15
39) C/C(=N\N=C(N)N)c1ccccc1
  A = · | B = · | C = -0.12 | D = 6
40) CC(=O)N1N=C2C3CCN(CC3)C2C1c1ccc(Br)cc1 (stereo not drawn)
  A = · | B = · | C = -0.77 | D = -7
41) C=CCn1c(O)c(C(C)=NCCCN(C)C)c(=O)[nH]c1=O
  A = · | B = · | C = 1.3 | D = 19
42) O=c1[nH]c(=O)n(CCc2ccccc2)c(O)c1C=NC1CC1
  A = · | B = · | C = -1.6 | D = 0
43) Cc1ccc(-n2c(C)nc3ccccc3c2=O)c(C)c1
  A = · | B = · | C = -0.03 | D = -9
44) CCCCC(=O)N/N=C/c1c(O)n(-c2ccccc2)c(=O)[nH]c1=O
  A = · | B = · | C = 1.2 | D = 4
45) Cn1cccc1/C=C1/C(=O)NC(=O)N(Cc2ccc(F)cc2)C1=O
  A = · | B = · | C = -0.35 | D = -11
46) CCN(CCO)c1ccc(N=Cc2c(O)n(C)c(=S)[nH]c2=O)cc1
  A = · | B = · | C = 0.097 | D = 0
47) O=c1[nH]c(=S)n(Cc2ccc(F)cc2)c(O)c1C=NCc1ccc2c(c1)OCO2
  A = · | B = · | C = 2 | D = -10
48) CC(=O)Nc1ccc([As](=O)(O)c2ccc([N+](=O)[O-])cc2)cc1
  A = · | B = · | C = 1.1 | D = -14
49) CCN1C(=O)N(CC)C(=O)C2(Cc3ccccc3N3CCN(c4ccccc4)CC32)C1=O (stereo not drawn)
  A = · | B = · | C = -0.45 | D = 3
50) COc1ccc(-n2c(O)c(C(C)=NCc3ccc4c(c3)OCO4)c(=O)[nH]c2=O)cc1
  A = · | B = · | C = 0.46 | D = 10
51) CC/C(=N\NC(=O)c1ccccc1O)c1c(O)n(Cc2ccccc2)c(=O)[nH]c1=O
  A = · | B = · | C = 0.34 | D = -8
52) OCC[n+]1c2ccccc2nc2ccc(N3CCOCC3)cc21
  A = · | B = · | C = 0.58 | D = -6
53) Cc1nc2ccccc2c(=O)n1-c1ccncc1
  A = · | B = · | C = -0.001 | D = 9
54) O=C1NC(=S)NC(=O)C1=Cc1ccc2c(c1)CCN2CCCCl
  A = · | B = · | C = 0.38 | D = 5
55) CCC(=NCc1cc(OC)cc(OC)c1)c1c(O)[nH]c(=O)[nH]c1=O
  A = · | B = · | C = -0.036 | D = -10
56) CCC(=O)OC1(Cc2ccc(CC)cc2)CC(C)N(C)CC1C (stereo not drawn)
  A = · | B = · | C = -1.8 | D = -5
57) Cc1nc2ccccc2c(=O)n1-c1ccc(Br)cn1
  A = · | B = · | C = 0.48 | D = -14
58) O=c1[nH]c(O)c(C=Nc2ccccc2Sc2ccccc2)c(=O)[nH]1
  A = · | B = · | C = 0.2 | D = -8
59) COCc1cc(OC(=O)N(C)C)nc(-c2ccc(C)c(Cl)c2)n1
  A = · | B = · | C = -0.72 | D = 9
60) O=C1Nc2ccccc2C1Cc1nc2ccccc2c(=O)n1-c1ccccc1 (stereo not drawn)
  A = · | B = · | C = -0.81 | D = -11
61) CCCCC(=O)N/N=C/c1c(O)n(CCCC)c(=S)[nH]c1=O
  A = · | B = · | C = 0.25 | D = -10
62) CCSC1=NN1c1cc(C)nc(N)n1
  A = · | B = · | C = -0.58 | D = -1
63) CC(=NCCc1ccccc1)c1c(O)[nH]c(=O)[nH]c1=O
  A = · | B = · | C = -0.064 | D = -1
64) Cn1c(O)c(C=NCCN2CCN(C(=O)Nc3ccccc3)CC2)c(=O)n(C)c1=O
  A = · | B = · | C = 0.38 | D = 13
65) COP(=O)(NC(=O)C(Cl)(Cl)Cl)OC
  A = · | B = · | C = -0.11 | D = -2
66) O=C1Nc2ccccc2/C1=C/c1nc2ccccc2c(=O)n1-c1ccc(O)cc1
  A = · | B = · | C = -1.8 | D = 9
67) CC12CC[C@H]3[C@@H](CCC4(O)C[C@H](O)CCC34/C=N/NC(=O)c3ccccc3Cl)C1(O)CCC2C1=CC(=O)OC1 (stereo partly drawn)
  A = · | B = · | C = 0.42 | D = -5
68) COC(=O)C1=C(N)OC(C)=C(C(C)=O)C12C(=O)N(C)c1ccccc12 (stereo not drawn)
  A = 1 | B = 1 | C = · | D = -46
69) CCCCn1c(=O)c(C(=O)Nc2nc3ccccc3[nH]2)c(O)c2ccccc21
  A = 1 | B = 1 | C = · | D = -22
70) ClC1=CCC2CN(CCN3CCCCC3)CC2C1 (stereo not drawn)
  A = 11 | B = 0.9 | C = · | D = 12
71) Cc1cc(OCC(=O)OC(C)(C)C)c2c3c(c(=O)oc2c1)CCC3
  A = 5 | B = 0.9 | C = · | D = -22
72) COc1ccccc1CN1CCN(C(=O)Cc2ccccc2)CC1
  A = -8 | B = 1.1 | C = · | D = 29

# Exported field by field: 4 of the compounds above
[66] O=C1Nc2ccccc2/C1=C/c1nc2ccccc2c(=O)n1-c1ccc(O)cc1
  bIAP inh: · | bIAP act: · | ROMK mod: -1.8 | S1P3 antag: 9

[67] CC12CC[C@H]3[C@@H](CCC4(O)C[C@H](O)CCC34/C=N/NC(=O)c3ccccc3Cl)C1(O)CCC2C1=CC(=O)OC1 (stereo partly drawn)
  bIAP inh: · | bIAP act: · | ROMK mod: 0.42 | S1P3 antag: -5

[68] COC(=O)C1=C(N)OC(C)=C(C(C)=O)C12C(=O)N(C)c1ccccc12 (stereo not drawn)
  bIAP inh: 1 | bIAP act: 1 | ROMK mod: · | S1P3 antag: -46

[69] CCCCn1c(=O)c(C(=O)Nc2nc3ccccc3[nH]2)c(O)c2ccccc21
  bIAP inh: 1 | bIAP act: 1 | ROMK mod: · | S1P3 antag: -22

# An excerpt from above in order of heavy-atom count, smallest number first.
# Letter code: A = bIAP inh; B = bIAP act; C = ROMK mod; D = S1P3 antag
71) Cc1cc(OCC(=O)OC(C)(C)C)c2c3c(c(=O)oc2c1)CCC3
  A = 5 | B = 0.9 | C = · | D = -22
60) O=C1Nc2ccccc2C1Cc1nc2ccccc2c(=O)n1-c1ccccc1 (stereo not drawn)
  A = · | B = · | C = -0.81 | D = -11
66) O=C1Nc2ccccc2/C1=C/c1nc2ccccc2c(=O)n1-c1ccc(O)cc1
  A = · | B = · | C = -1.8 | D = 9

# Screening results deposited in PubChem BioAssay by several laboratories.
